bCat nuc transl = alters nuclear translocation of beta-catenin in HeLa cells; immunofluorescence imaging; nuclear translocation activity, % at 5 µM; 0.3% of 190,000 active;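 active = nuclear translocation activity above 50% at 5 µM, with a well cell count of 50 or more; inconclusive = wells under 50 cells across six images, flagged as toxic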;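 also: per-cell ratio of nuclear to cytoplasmic median beta-catenin stain intensity; plate controls were DMSO negative control for no effect and GSK-3 inhibitor IX positive control for full effect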
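assay system = human HeLa cells, endogenous beta-catenin | times = compound treatment 24 h, 37°C, 5% CO2 | detection = Anti-beta-catenin immunofluorescence on PFA-fixed, Triton-permeabilized cells, DAPI nuclei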
RSV antiviral HEp-2 = RSV antiviral activity via CPE protection, HEp-2 cells, primary 10 µM value included (AID 2391); one-dose CPE inhibition, % at 10 µM; IC50 in µM for titrated hits; HEp-2 cells, RSV-induced CPE inhibition; higher % means a stronger effect; 0.13% of 310,000 active; in the data active = a potency from the dose series; inconclusive = CPE inhibition mostly from about 23% at the one dose, without a potency; inactive = the rest, 99 in 100 with CPE inhibition below about 21%; also: strong numbers were not always called active
Rac1 GTP hydrolysis = MgcRacGAP GTPase-activating activity inhibitors, confirmation, biochemical, ADP Hunter fluorescence; MgcRacGAP-stimulated Rac1 GTP hydrolysis, ADP Hunter fluorescence; higher % means a stronger effect; GST-tagged Rac1 F28L mutant substrate; 0.6% of 340,000 active; one-dose inhibition, % at 30 µM; IC50 in µM for titrated hits;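 active = first-screen hits whose inhibition reached a set limit at any dose in the follow-up dose series; inconclusive = inhibition above the set first-screen limit but never retested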;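 also: fluorescence reports GDP produced by GAP-driven GTP hydrolysis; strong numbers were not always called active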
PhoP inhibition = PhoP-dependent GFP reporter repression – Salmonella Typhimurium, primary screen (AID 1863) | S. Typhimurium PhoP-regulated promoter GFP reporter, 4 h; higher % means a stronger effect | one-dose inhibition, % at 50 µM; IC50 in µM for titrated hits | 0.16% of 300,000 active;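 active = inhibition over 29.93%, a cutoff 3 SD above the screen mean, later confirmed by dose response; inconclusive = inhibition over 29.93% but no dose response follow-up; inactive = inhibition at most 29.93% or unconfirmed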;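 also: 0% = low Mg2+ inducing control and 100% = high Mg2+ repressing control; strong numbers were not always called active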
Myeloid diff MLP = myeloid differentiation induction | ER-HoxA9 myeloid progenitors, lysozyme-GFP differentiation, flow cytometry | calls only at 10 µM | 1% of 360,000 active | AID 624256;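 active = normalized GFP-positive differentiation at or above the plate's own cutoff, the solvent-only control mean plus 3 SD; inconclusive = no clear call, values can overlap the other calls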;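 also: cells exposed to compound for four days before flow analysis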
West Nile virus CPE = inhibition of WNV-induced cytopathic effect – cell-based, CPE readout (AID 1621) | West Nile virus-infected cells, CPE inhibition; higher % means a stronger effect | 0.02% of 290,000 active | CPE inhibition, % at 10 µM; hits with a dose series show IC50 in µM; in the data active = a potency from the dose series; inconclusive = CPE inhibition mostly from about 3.7% at the one dose, without a potency; inactive = the rest, 99 in 100 with CPE inhibition below about 2.2%; also: strong numbers were not always called active
T cell modulator = T cell immune modulators affecting CD8 T cell-vesicle binding | 2C CD8+ T cell-vesicle binding, flow cytometry; hits give low values | calls only at 7 µM | 0.068% of 330,000 active | AID 2052;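 active = response, share of CD8 T cells binding vesicles, and their 90th percentile fluorescence all below set limits, cut at about 80% in these data, passing the limit was not always enough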
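Material: murine 2C transgenic CD8+ T lymphocytes / Also added: QL9-peptide-loaded Drosophila micro-vesicles bearing Ld, ICAM-1 and B7-1 / Schedule: binding step 1.5 h, 37 °C, antibody labelling 20 min, ice / Signal: flow cytometry, PE anti-B7-1 (FL2) versus Alexa647 anti-CD8 (FL8), PFA-fixed / Evaluation: percent CD8+ FL2 mean versus row control / Benchmarks: naked versus QL9-loaded vesicles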
Large T inhibition = TAg ATPase/helicase activity blockers – biochemical (AID 1903); SV40 large T antigen ATPase/helicase inhibition assay; higher % means a stronger effect; inhibition, % at 20 µM; hits with a dose series show IC50 in µM; 0.39% of 310,000 active; in the data active = a potency from the dose series; inconclusive = inhibition mostly from about 32% at the one dose, without a potency; inactive = the rest, 99 in 100 with inhibition below about 32%; also: strong numbers were not always called active
WT yeast gro inh = growth inhibition of WT yeast, mitochondrial fusion screen; inhibition, % at 10 µM; mitochondrial fusion phenotypic screen, WT strain; 2.1% of 190,000 active; in the data active = inhibition above about 58%; tested in S. cerevisiae
WT yeast gro inh mutant strain = recorded beside WT yeast gro inh, whose call it bears; inhibition, %; mitochondrial fusion phenotypic screen, mutant strain inhibition
bCat nuc transl cell count 5 µM = second read-out of bCat nuc transl, no call of its own (marks repeat the call); cell count; measured here: cell count, cytotoxicity flag
T cell modulator vesicle-bound % = second read-out of T cell modulator, no call of its own (marks repeat the call); double positive events, %; measured here: CD8+ vesicle-bound cell fraction;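 binding gate set so that unloaded-vesicle control wells show 10% double positive cells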
Myeloid diff MLP GFP+ MAC1+ % = further read-out of Myeloid diff MLP, marked with its call; GFP+ MAC1+ double positive, %; measured here: differentiation confirmed by MAC1 staining
Active calls of the source: *; i = inactive; u = inconclusive; x = not tested or not shown.

SMILES	bCat nuc transl	bCat nuc transl cell count 5 µM	RSV antiviral HEp-2	Rac1 GTP hydrolysis	PhoP inhibition	Myeloid diff MLP	Myeloid diff MLP GFP+ MAC1+ %	West Nile virus CPE	T cell modulator	T cell modulator vesicle-bound %	Large T inhibition	WT yeast gro inh	WT yeast gro inh mutant strain
Cc1cccc(C(=O)NCC(=O)NC2CCC(C)CC2)c1 (centres undefined)	x	x	3.9%	4%	-7%	i	0.9	x	i	48	3%	x	x
O=c1c(Cl)c(NCCCO)cnn1-c1nc2ccccc2[nH]1	-0.1	1229	-0.1%	8%	-3%	u	x	-0.2%	i	27	8%	-24	-3
N#Cc1cc(Oc2cccc3cccnc23)c(-n2nnc3ccccc32)cc1C#N	-1.0	1367	15%	12%	8%	i	3.1	2.5%	i	46	8%	10	-1
O=C(COC(=O)COc1ccc2ccccc2c1)Nc1cc(C(F)(F)F)ccc1N1CCOCC1	-0.8	1154	1.9%	5%	-1%	i	0.3	0.2%	i	48	11%	6	-5
CCC1CCC(C(=O)NC(CCSC)C(=O)NCCN(CC(C)C)CC(C)C)CC1 (centres undefined)	x	x	-0.2%	9%	-2%	i	0.2	-1.3%	i	14	11%	-20	24
Cc1c(C#N)c(N)c(C(=O)c2ccccc2)n1Cc1ccccc1	0.7	924	1.2%	3%	21%	i	0.8	-0.1%	i	34	-3%	-13	-1
O=C(Nc1ccccc1)OCCCc1ccccc1	0.9	1107	5.5%	3%	3%	i	0.2	-0.4%	i	49	-4%	41	15
CCn1c(=O)cc(OCC(=O)O)c2ccccc21	3.2	1390	0.9%	3%	-1%	i	1.2	0.3%	i	39	-4%	9	4
CCCCC(=O)Nc1cc([N+](=O)[O-])ccc1Cl	-1.5	996	1.9%	4%	-11%	i	0.5	-0.5%	i	54	6%	-4	12
COC(=O)Cn1cc(S(=O)(=O)NCc2ccc(C)cc2)c2cc([N+](=O)[O-])ccc21	x	x	1.7%	7%	6%	i	0.3	-0.2%	i	44	18%	x	x
CCOC(=O)c1[nH]c(C)c(C(=O)Nc2cc(OC)ccc2OC)c1C	56*	341*	6.3%	2%	22%	x	x	x	i	10	8%	5	0
COc1ccc(CN2CCN(Cc3ccc(C)cc3)CC2)c(OC)c1	x	x	-2.1%	x	-1%	i	0.5	-0.2%	i	15	3%	x	x
CCOC(=O)c1cccc(NS(=O)(=O)Cc2ccccc2)c1	-0.2	1510	-0.3%	-2%	-1%	i	0.3	-0.7%	i	48	7%	-5	-1
CC(=O)c1ccc(OCc2cc(C(=O)NCCc3ccc(Cl)cc3)no2)cc1	x	x	0.5%	6%	0%	i	0.4	-0.9%	i	55	13%	x	x
CCOc1ccccc1NC(=O)C(=O)NCC1CCCN1CC (centres undefined)	0.4	1347	-0.7%	1%	-5%	i	2.2	-0.9%	i	60	-1%	-8	16
Cc1ncc(C(=O)O)c(C(=O)O)c1N	-0.5	1384	-0.2%	5%	-7%	i	0.3	0.6%	i	50	-1%	x	x
CC(NC(=O)CCc1nnc(C2CCCCC2)o1)c1ccc(F)cc1 (centres undefined)	-0.9	1228	2.0%	6%	-5%	i	0.3	-0.7%	i	27	19%	2	10
Cc1ccc(Cl)cc1Nc1nc(-c2sc(NC(=O)c3ccco3)nc2C)cs1	-0.7	1458	3.3%	-33%	17%	i	4.6	2.8%	x	x	20%	28	10
COc1ccc(CN2CCN(C(=O)Cn3c(=O)oc4cc(Cl)ccc43)CC2)c(OC)c1OC	x	x	-0.4%	0%	5%	i	0.4	-1.9%	i	19	21%	x	x
COC(=O)C1CN(S(=O)(=O)c2ccc(NC(C)=O)cc2)CCS1 (centres undefined)	x	x	2.5%	0%	2%	i	1.4	0.4%	i	20	7%	x	x
CC1CC(c2ccccc2)n2nc(N3C(=O)c4ccccc4C3=O)nc2N1 (centres undefined)	-5.8	983	1.4%	2%	7%	i	0.5	0.1%	i	39	5%	13	12
CCCCSCc1nc2ccccn2c1Br	-2.9	1157	0.1%	5%	0%	i	0.6	0.4%	i	50	9%	8	5
CCOc1ccc(S(=O)(=O)N(CC(=O)NC2CCCC2)c2ccc(F)cc2)cc1	x	x	0.2%	2%	1%	i	0.8	-0.4%	i	12	12%	x	x
CN(C)S(=O)(=O)c1cccc(NC(=O)c2cc3c(=O)n4ccccc4nc3s2)c1	0.3	1038	2.2%	-8%	0%	i	0.7	-0.6%	i	40	9%	13	5
C/C(=N\NC(=O)c1nn(C)c(C)c1Br)c1cccc(NC(=O)c2ccc(F)cc2)c1	6.8	469	20%	4%	15%	i	0.9	-0.4%	i	4	-4%	13	-2
Cc1cccc(N(Cc2nnc3n2CCCCC3)C(=O)Nc2ccccc2)c1	-0.7	1321	1.9%	7%	-4%	i	0.7	-0.4%	i	29	0%	3	-2
CCCNC(=O)Cn1cccc1C(=O)c1ccccc1	1.6	1385	1.8%	-7%	0%	i	2.7	0.2%	i	25	-3%	x	x
O=C(Nc1ccccc1C(=O)N1CCN(Cc2ccccc2)CC1)c1ccc(F)cc1	x	x	2.2%	4%	-3%	i	1.5	-0.4%	i	12	11%	x	x
O=C(OCCN1CCCCC1)c1cccc(F)c1	x	x	0.7%	-1%	1%	i	0.4	-0.3%	i	59	5%	x	x
Cc1cc(F)ccc1S(=O)(=O)Nc1ccccc1C(=O)NCc1ccccn1	5.2	998	-0.5%	3%	9%	i	0.6	-0.1%	i	5	2%	20	9
Cc1nn2c(nc(N3CCCCC3)c3ccccc32)c1C=O	-2.7	492	u	7%	7%	i	1.4	-0.1%	i	49	1%	23	17
CC(NC(N)=O)C(=O)Nc1ccc(Cl)c(S(=O)(=O)Nc2ccc(Cl)cc2)c1 (centres undefined)	-1.2	1092	0.5%	1%	4%	i	0.2	0.0%	i	9	7%	1	-7
Cc1ccc(-n2ccnc2SCC(=O)c2c(N)n(C3CC3)c(=O)[nH]c2=O)cc1C	x	x	1.0%	6%	x	i	0.8	x	i	32	x	x	x
CN1CCCN(C(=O)c2ccc(Cl)s2)CC1	x	x	-0.3%	5%	-5%	x	x	0.8%	i	56	4%	x	x
COc1ccc(CNC(=O)c2cccc3c2C(=O)N(Cc2cccnc2)C3)cc1	-1.4	1051	1.8%	8%	-3%	i	0.2	1.7%	i	50	22%	-6	-4
O=C(Cn1nnc(-c2cccs2)n1)NNC(=O)c1ccccc1Cl	-0.5	1292	2.2%	4%	0%	i	0.8	0.1%	i	44	1%	x	x
CCOC(=O)Cc1csc(NC(=S)NC(=O)CC(C)C)n1	0.2	509	3.4%	9%	9%	i	0.3	-0.7%	i	43	3%	22	10
CCCC(c1nnnn1CCc1ccccc1)N1CCN(C(=O)c2ccco2)CC1 (centres undefined)	-1.5	1188	0.3%	9%	-3%	i	1.4	-0.3%	i	29	2%	x	x
COC(=O)c1ccc(NC(=O)c2cccc(C)c2[N+](=O)[O-])cc1	3.1	941	2.4%	10%	4%	i	0.6	0.2%	i	51	21%	2	0
CCN1CCN(c2nc(N(C)c3ccccc3)nc(N)c2[N+](=O)[O-])CC1	-0.5	1281	-0.6%	2%	-11%	i	0.7	-0.6%	i	56	7%	x	x
COc1ccc(NC(=O)COC(=O)c2ccc3ccccc3n2)cc1	x	x	1.3%	-1%	x	i	0.4	x	i	45	x	x	x
c1cncc(Nc2nc(-c3cccnc3)cs2)c1	-3.7	951	-1.7%	11%	15%	i	2.6	0.8%	i	44	8%	-3	1
CCOc1cc(NCCN2CCOCC2)c([N+](=O)[O-])cc1OCC	x	x	0.5%	10%	5%	i	0.2	-0.5%	i	36	12%	x	x
Cc1ccc(Oc2cc(NC(=O)CCCn3nc([N+](=O)[O-])c(Cl)c3C)cc([N+](=O)[O-])c2)cc1	-1.0	1107	7.2%	7%	6%	i	1.0	-2.3%	i	56	4%	23	-1
Cc1ncsc1CCOC(=O)C12CC3CC(CC(C3)C1)C2	-0.3	1383	1.7%	6%	2%	i	0.6	0.0%	i	26	8%	3	7
CCSc1nc(NCCN(C)C)c2c3c(sc2n1)COC(C)(CC)C3 (centres undefined)	0.1	1280	-2.0%	4%	-9%	i	0.2	0.1%	i	28	21%	x	x
Cc1nnc(NC(=O)CSc2ccccn2)s1	-1.0	1184	-0.1%	3%	12%	i	2.3	0.7%	i	12	8%	-17	26
Cc1ccc(S(=O)(=O)N2CCOCC2)cc1C(=O)N1c2ccccc2Sc2ccccc21	1.8	1091	19%	-8%	-2%	i	0.4	0.0%	i	39	7%	-6	71
CCOC(=O)c1ccc(NC(=O)Nc2ccc(OC)c(OC)c2)cc1	-0.6	1203	20%	-7%	-10%	i	0.0	-0.5%	i	12	1%	5	3
CC(CCc1ccco1)NC(=O)CCc1nnc2ccc(NCc3ccccc3Cl)nn12 (centres undefined)	x	x	1.7%	11%	3%	i	8.5	-0.3%	i	48	3%	x	x
N#C/C(=C\c1ccccc1)C(=O)NC1CC1	x	x	0.7%	6%	-1%	i	0.3	-0.7%	i	30	23%	x	x
O=C(Cc1c(Cl)cccc1Cl)Nc1ccncc1	x	x	0.5%	5%	-4%	i	0.3	-0.9%	i	13	15%	x	x
COc1ccccc1NC(=S)NCc1cccs1	3.8	539	0.6%	0%	-4%	i	0.0	0.6%	i	46	8%	-6	8
C=CCC1CCC/C(=N\NS(=O)(=O)c2ccc(C)cc2)C1 (centres undefined)	x	x	2.4%	-4%	-2%	i	0.6	0.0%	i	18	7%	x	x
CCN(CC)C(=O)C(=O)N/N=C/c1ccc(Cl)cc1Cl	x	x	1.0%	9%	-1%	i	0.5	0.3%	i	46	16%	-3	10

Some entries already given, reduced to Myeloid diff MLP GFP+ MAC1+ %.
| Structure | Myeloid diff MLP GFP+ MAC1+ % |
| --- | --- |
| O=C(Cc1c(Cl)cccc1Cl)Nc1ccncc1 | 0.3 |
| COc1ccccc1NC(=S)NCc1cccs1 | 0.0 |
